Kir21 block: inhibitors of mouse Kir2.1 inward-rectifier potassium channel; 310,000 compounds, 0.85% hits; Inward rectifier potassium channel 2 (Mus musculus), P35561; HEK293-Kir2.1, FluxOR thallium flux fluorescence; hits give low values; AID 1672, 2009; B-score at 10 µM;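 active = fluorescence ratio B-score at or below minus 3 SD of library scores, with starting-brightness B-score within 2 SD, cut at about -4.2 in these data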;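 also: channel flux triggered by added potassium and thallium sulfate stimulus; B-score of peak minus minimum fluorescence over baseline after thallium stimulus; more negative B-score means stronger Kir2.1 block with less thallium influx; some compounds called inactive have numbers as strong as hits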
Target sequence (P35561 whole entry, looked up): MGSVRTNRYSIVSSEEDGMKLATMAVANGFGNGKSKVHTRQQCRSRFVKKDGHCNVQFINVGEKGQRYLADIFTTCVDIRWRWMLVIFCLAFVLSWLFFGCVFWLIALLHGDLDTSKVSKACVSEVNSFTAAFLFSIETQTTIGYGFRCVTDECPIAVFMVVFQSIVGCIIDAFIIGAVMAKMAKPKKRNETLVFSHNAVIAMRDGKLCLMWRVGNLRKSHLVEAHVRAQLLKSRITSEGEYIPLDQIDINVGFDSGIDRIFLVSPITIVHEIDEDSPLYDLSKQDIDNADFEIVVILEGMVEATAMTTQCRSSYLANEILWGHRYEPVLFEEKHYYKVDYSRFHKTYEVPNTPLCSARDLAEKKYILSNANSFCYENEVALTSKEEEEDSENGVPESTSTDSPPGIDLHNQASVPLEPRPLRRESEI
CHT inh: inhibitors of human choline transporter CHT. High affinity choline transporter 1 (Homo sapiens), Q9GZV3. CHT-expressing cells, membrane potential dye, choline response; hits give low values. B-score at 10 µM. 310,000 compounds, 0.86% hits. AID 488975, 2010;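 active = B-score over 3 SD under the library average, and starting fluorescence ratio not unusually high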;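 also: choline stimulus applied at its EC90 after an EC20 pre-addition; B-score computed on integrated fluorescence ratio after choline addition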
Target sequence (Q9GZV3 whole entry, looked up): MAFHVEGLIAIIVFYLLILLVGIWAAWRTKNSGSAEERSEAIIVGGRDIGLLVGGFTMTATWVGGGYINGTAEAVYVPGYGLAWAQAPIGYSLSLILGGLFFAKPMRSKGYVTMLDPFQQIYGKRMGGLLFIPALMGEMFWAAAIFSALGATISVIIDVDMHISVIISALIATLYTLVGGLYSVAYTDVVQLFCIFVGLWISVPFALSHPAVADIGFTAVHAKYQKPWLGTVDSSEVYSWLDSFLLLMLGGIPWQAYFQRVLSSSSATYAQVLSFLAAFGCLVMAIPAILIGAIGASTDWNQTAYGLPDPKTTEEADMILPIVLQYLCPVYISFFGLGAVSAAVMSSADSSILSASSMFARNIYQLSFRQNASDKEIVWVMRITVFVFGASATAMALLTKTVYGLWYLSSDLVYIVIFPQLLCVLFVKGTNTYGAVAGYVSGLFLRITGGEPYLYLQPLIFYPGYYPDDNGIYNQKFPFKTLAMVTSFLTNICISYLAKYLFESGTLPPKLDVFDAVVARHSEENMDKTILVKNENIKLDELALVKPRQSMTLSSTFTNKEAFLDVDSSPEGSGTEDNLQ
Numbers without * were called inactive; i = inactive; / = no result given.

SMILES | Kir21 block | CHT inh
CCO[C@H]1OC(C(=O)Nc2ccccc2)=C[C@@H](C2CC2)[C@@H]1CCCO | -0.39 | i
CCNC(=O)c1cc2c(=O)n3cccc(C)c3nc2n(CCc2ccccc2)c1=N | 0.01 | i
Cn1c(CN2CCCCC2)c(C#N)c2ccccc21 | -0.22 | i
CN(CCC1CCCCO1)C(=O)CCc1nnc(CCCCc2ccccc2)o1 (stereo not given) | 0.24 | i
CCOc1ccc(CC(=O)Nc2ccc(S(=O)(=O)N3CCCC3)cc2)cc1 | 1.53 | i
CCN(CC)CCOC(=O)C(Cc1ccco1)Cc1cccc2ccccc12 (stereo not given) | -7.52* | i
O=C(NCCN1CCN(c2ccccc2)CC1)c1cccn2c(=O)c3ccccc3nc12 | -0.47 | i
O=C(CCCC(=O)c1ccccc1)Nc1ccc(F)cc1 | -2.24 | i
CCCCCOc1ccc(N2C(=O)CC(N(O)c3ccccc3)C2=O)cc1 (stereo not given) | -3.28 | i
O=C(/C=C/c1cccc(Br)c1)NC1CCN(Cc2ccccc2)CC1 | -5.77* | i
O=C(Nc1cccc2nsnc12)c1ccc(-c2cccc(Cl)c2)o1 | / | i
CN1CCN(S(=O)(=O)c2ccc(Cl)cc2)CC1 | 0.32 | i
COCCCn1c(SCC(=O)NC(C)C)nnc1-c1ccccc1 | 2.17 | i
c1ccc(-c2nnc(SCc3nc4ccccc4[nH]3)n2Cc2ccco2)nc1 | 0.25 | i
Cc1oc2c(c1C(=O)NCc1cc(C(=O)O)co1)CCCC2 | 1.09 | i
O=C(c1cc2ccccc2oc1=O)N(Cc1ccco1)C1CCS(=O)(=O)C1 (stereo not given) | -0.04 | i
Cn1c(C(=O)O)c(CC(=O)N2CCC(Cc3ccccc3)CC2)c2ccccc21 | 0 | i
O=C1CC(c2ccco2)CC(O)=C1C=Nc1cc(Cl)cc(Cl)c1 (stereo not given) | -0.29 | i
Cc1ccccc1N(C(=O)CCC(=O)Nc1ccccn1)C(C(=O)NC(C)C)c1ccc(F)cc1 (stereo not given) | 0.1 | i
COc1cccc(-c2nn(C)c3sc(C(=O)N4CCOCC4)cc23)c1 | 0.44 | i
O=C(c1ccc(Cl)s1)N1CCOCC1 | 0.47 | i
CSC(=S)N/N=C/c1ccc(Br)cc1 | 0.26 | i
COC(=O)C(CCCCNC(=O)c1ccc([N+](=O)[O-])cc1)NC(=O)c1ccc([N+](=O)[O-])cc1 (stereo not given) | -0.08 | i
COc1ccc(OC)c(N/C=C/C(=O)c2ccccc2)c1 | 0.02 | i
Cc1ccccc1Cc1c(C)nc2c(C(=O)NCc3ccco3)cnn2c1C | 0.83 | i
C=CCc1ccccc1OCCNCCCOC | -0.04 | i
Cn1c(CNC(=O)Nc2cccc(Cl)c2)nnc1SCc1ccccc1 | 1.56 | i
Cc1cc(C(F)(F)F)n2nc(C(=O)O)c(Cl)c2n1 | -0.06 | i
O=[N+]([O-])c1c(C(Cl)Cl)nn(-c2ccccc2)c1N1CCCC1 | -0.37 | i
CCOC(=O)CC(=O)c1sc2c(c1N)c(=O)[nH]c(=O)n2-c1ccc(OC)cc1 | -0.99 | i
COC(=O)COc1cc(OCC(=O)OC)c2c(C)c(Cl)c(=O)oc2c1 | 0.69 | i
C=CCn1cc(C(=O)NCCOC)c(=O)c2cc(S(=O)(=O)N(CC)CC)ccc21 | -0.4 | i
O=C(c1nc2ccccc2s1)N1CCN(c2ccccn2)CC1 | / | i
CC(C)(C)C1CCC(=NNC(=O)C(=O)NC2CCCCC2)CC1 (stereo not given) | -0.1 | i
CN1C(=O)S/C(=C\c2ccc(-n3cncn3)cc2)C1=O | -0.33 | i
CC(C)C(=O)NC(CC(=O)O)c1ccccc1 (stereo not given) | 0.44 | i
CC(C)CN1C(=O)c2ccc(C(=O)NCc3ccccn3)cc2C1=O | 0.63 | i
N#Cc1c(SCC(=O)OCc2ccccc2)nsc1SCC(=O)OCc1ccccc1 | -2.58 | i
Cc1ccc(CN(C(=O)Cc2cccs2)C(C(=O)NC2CCCC2)c2ccncc2)cc1 (stereo not given) | -0.92 | i
O=C(O)c1cc([N+](=O)[O-])ccc1NCCc1ccccc1 | 1.36 | i
O=C(NC1(C(F)(F)F)OCCO1)c1ccc(F)cc1 | -0.14 | i
CN(C)CCSc1nnc2sc3ccccc3n12 | 0.19 | i
COc1ccc(N2CCN(CCNC(=O)Nc3ccc(Cl)cc3)CC2)cc1 | -0.11 | i
Cn1c(CN2CCN(C(=O)c3ccco3)CC2)nc2cc([N+](=O)[O-])ccc21 | 0.16 | i
O=C(CN(C(=O)CNC(=O)c1ccco1)c1ccc(Cl)c(Cl)c1)NC1CCCCC1 | 0.24 | i
COc1ccc(-c2nn(-c3ccccc3)cc2/C=N/Nc2ccccn2)cc1 | 1.99 | i
Cc1c(/C=N\NC(=O)C2COc3ccccc3O2)c2ccccc2n1C (stereo not given) | 1.39 | i
Cc1ccc(NC(=O)Nc2ccc3c(c2)CCC3)c(C)c1 | -0.01 | i
O=C1N=c2ccc([N+](=O)[O-])cc2=C1c1sc(=O)[nH]c1O | 0.85 | i
COCCCNC(=S)Nc1cccc(S(=O)(=O)NC2=NCCC2)c1 | 1.05 | i
CN(C)CCCN1CC(=O)N2[C@@H](Cc3c([nH]c4ccccc34)C2(C)C)C1=O | 0 | i
O=C(Cn1ccc([N+](=O)[O-])n1)NCc1ccccc1 | 1.39 | i
CSc1ccccc1NC(=O)COc1ccccc1Cl | -2.54 | i
CCOc1ccc(NS(=O)(=O)c2ccc(SC)cc2)cc1 | -0.81 | i
Cc1cccc(NC(=O)Nc2ccccn2)c1C | 0.14 | i
COc1ccccc1CN(CC(=O)NCc1ccc2c(c1)OCO2)C(=O)c1ccc2c(c1)OCCO2 | -0.25 | i
COc1ccc(OC)c(NS(=O)(=O)c2cc(OC)ccc2OC)c1 | -2.23 | i
CC(c1ccccc1)n1c(-c2ccc(C(C)(C)C)cc2)n[nH]c1=S (stereo not given) | -0.5 | i
COc1ccccc1NC(=O)C(C)OC(=O)CCC1CCCCC1 (stereo not given) | -2.41 | i
COc1ccc(C2C(C(=O)OCC(=O)NC(C)(C)C)CCC(=O)N2c2ccc(C)cc2)cc1OC (stereo not given) | -0.91 | i

The results go on.
SMILES | Kir21 block | CHT inh
O=C1/C(=C/c2ccc(F)c(F)c2)CSc2sccc21 | -0.36 | i
COc1ccc(/C=N/n2c(-c3ccccc3)n[nH]c2=S)cc1 | -0.92 | i
COc1ccc(N(C(=O)CNC(=O)c2ccco2)C(C(=O)NC2CCCCC2)c2ccncc2)cc1 (stereo not given) | 0.09 | i
CN(C)CCCNC(=S)Nc1ccc(Oc2ccccc2)cc1 | -0.49 | i
CCN(CC(=O)Nc1cc(Cl)ccc1C)C(=O)c1ccc2c(=O)n3c(nc2c1)CCC3 | -3.71 | i
CC(NC(=O)CCNC(=O)c1ccccc1Cl)c1ccc(-n2ccnc2)cc1 (stereo not given) | 0.34 | i
CC(C)c1ccc(N)c(S(=O)(=O)O)c1 | -0.11 | i
CCC(C)NC(=O)CS(=O)Cc1nc(-c2cccc(OC)c2)oc1C (stereo not given) | 0.32 | i
Cc1cccc(-c2nc(CSCC(=O)N3CCN(Cc4ccc5c(c4)OCO5)CC3)c(C)o2)c1 | -1.25 | i
C=CCNC(=O)C1CC=CCC1C(=O)O (stereo not given) | -1.1 | i
COc1cccc(NC(=O)Cn2nc(Cc3cccnc3)c3ccccc3c2=O)c1 | 1.32 | i
CCCCCN(C(=O)CCC(=O)OC(C)C(=O)c1ccccc1)c1c(N)n(CCCC)c(=O)[nH]c1=O (stereo not given) | -0.05 | i
O=c1cc(-c2ccc([N+](=O)[O-])cc2)nc2cc(-c3ccc(Cl)cc3)[nH]n12 | / | i
CCN(C(=O)CSc1nnc(-c2ccncc2)n1C)C1CCS(=O)(=O)C1 (stereo not given) | -0.53 | i
COc1ccc(-c2c(C)nc3c(-c4ccsc4)cnn3c2N)cc1 | 0.06 | i
CCOC(=O)C1=C(c2ccccc2)NC(=S)NC1c1cccc([N+](=O)[O-])c1 (stereo not given) | 1.56 | i
O=C1CCCc2ccccc2N1Cc1ccc(Cl)cc1Cl | -2.16 | i
Cc1ccc2nc(C(C)O)[nH]c2c1 (stereo not given) | -0.37 | i
Cc1ccc(S(=O)(=O)N2CCOCC2)cc1C(=O)Nc1cccc(S(=O)(=O)N2CCCC2)c1 | -0.4 | i
COc1ccc(CNC(=O)C(c2ccc(O)cc2)N(Cc2ccco2)C(=O)c2snc(C(N)=O)c2N)cc1 (stereo not given) | 2.28 | i
CCC1NC(C(=O)O)Cc2c1[nH]c1ccccc21 (stereo not given) | -0.32 | i
O=C1c2ccccc2-c2c1cccc2C(=O)N1CCN(C(=O)c2ccco2)CC1 | 0.32 | i
COc1cccc(-n2c(Cc3cc(=O)[nH]c(=O)[nH]3)nnc2SCc2cccc(C(F)(F)F)c2)c1 | -0.41 | i
CCn1cc(C(=O)NCCCN(C)C)c(=O)c2cc(F)c(N3CCN(C)CC3)cc21 | 0.02 | i
CCC(C)[C@@H](N)C(=O)N/N=C/c1cccc2nccnc12 (stereo not given in full) | 0.5 | i
CCN(CC(=O)Nc1ccc2c(c1)OCCO2)C(=O)c1cccc(OCC(C)C)c1 | -0.68 | i
O=C(CNC1CCCCC1)NCC1(c2ccccc2)CCCC1 | -0.66 | i
CC(=O)NCCCC(=O)NN1C(=S)N(Cc2ccccc2)C(=O)C1CC(=O)Nc1cccc(C)c1 (stereo not given) | -1.83 | i
O=C(CCS(=O)(=O)CCN1CCOCC1)NCNC(=O)CCS(=O)(=O)CCN1CCOCC1 | 0.53 | i
OCC1(Cc2ccccc2C(F)(F)F)CCN(Cc2cccc3cnccc23)CC1 | -1.97 | i
Cc1ccc(-n2ncc3c(NCCCn4ccnc4)ncnc32)c(C)c1 | -0.3 | i
COc1cc(NC(=O)c2ccc(COCC(F)(F)F)o2)cc(OC)c1OC | 0.21 | i
Cc1ccccc1OCC(=O)NNC(=O)CSc1nc(N)cc(N)n1 | 0.29 | i
Cc1ccccc1CS(=O)(=O)Cc1ccc(C(=O)NCc2cccnc2)o1 | 0.07 | i
O=C(Cc1coc(-c2ccc(F)cc2)n1)Nc1ccccc1 | / | i
O=C(Nc1cc(N2CCOCC2)ncn1)NC1(C(F)(F)F)Oc2ccc(Cl)cc2O1 (stereo not given) | -0.1 | i
CCc1nc(SCc2nc3ccccc3[nH]2)c2oc3ccccc3c2n1 | 0.56 | i
CCOCCCNC(=O)CCc1nnc2ccc(N3CCCCC3)nn12 | -1.57 | i
CCN(c1ccccc1)S(=O)(=O)c1ccc(C(=O)N2CCCC(C(F)(F)F)C2)cc1 (stereo not given) | 1 | i
CCC1CCC/C1=N\NC(=O)CCC(=O)Nc1ccccc1Cl (stereo not given) | -1.61 | i
COc1ccc(CN2CC[C@H]3C=CC[C@@H](C(=O)NCCc4ccccc4)[C@H]3C2=O)cc1OC | -0.33 | i
S=C(Nc1ccccc1)N1N=C(c2cccs2)CC1c1cccs1 (stereo not given) | 1.11 | i
Cc1ccc(NC(=O)C2CC(=O)N(Cc3ccco3)C2)cc1 (stereo not given) | 0.63 | i
CCn1c(C(C)NC(=O)c2ccc(Cl)cc2)n[nH]c1=S (stereo not given) | -0.48 | i
O=C(N/N=C\c1cn[nH]c1-c1ccc(Cl)cc1)c1cccs1 | -0.72 | i
CCCCNC(=O)C(NS(=O)(=O)c1cccc2nsnc12)c1ccccc1 (stereo not given) | 0.62 | i
CCCCc1ncc(CN2CCC(n3nccc3NC(=O)c3ccccc3Cl)CC2)[nH]1 | 0.09 | i
O=C(COc1ccccc1)Nc1ccc(F)cc1 | -1.23 | i
CCC(=O)NC(c1ccccc1OC)c1ccc2cccnc2c1O (stereo not given) | 2.24 | i
Cn1c(CNC(=O)c2ccco2)nnc1SCC(=O)Nc1ccccc1Cl | -1.96 | i
O=C(c1ccco1)N1CCN(S(=O)(=O)c2ccc(Br)cc2)CC1 | -0.01 | i
CS(=O)(=O)Nc1ccccc1C(=O)NCc1ccccc1Cl | 1.25 | i
CCOC(=O)Cc1csc(NC(=S)NC(=O)c2cc(OC)c(OC)c(OC)c2)n1 | 3.06 | i

Some of the entries above, reformatted.
structure	Kir21 block	CHT inh
CCc1nc(SCc2nc3ccccc3[nH]2)c2oc3ccccc3c2n1	0.56	i
CCOCCCNC(=O)CCc1nnc2ccc(N3CCCCC3)nn12	-1.57	i
CCN(c1ccccc1)S(=O)(=O)c1ccc(C(=O)N2CCCC(C(F)(F)F)C2)cc1 (stereo not given)	1	i
CCC1CCC/C1=N\NC(=O)CCC(=O)Nc1ccccc1Cl (stereo not given)	-1.61	i
COc1ccc(CN2CC[C@H]3C=CC[C@@H](C(=O)NCCc4ccccc4)[C@H]3C2=O)cc1OC	-0.33	i
S=C(Nc1ccccc1)N1N=C(c2cccs2)CC1c1cccs1 (stereo not given)	1.11	i
Cc1ccc(NC(=O)C2CC(=O)N(Cc3ccco3)C2)cc1 (stereo not given)	0.63	i
CCn1c(C(C)NC(=O)c2ccc(Cl)cc2)n[nH]c1=S (stereo not given)	-0.48	i
O=C(N/N=C\c1cn[nH]c1-c1ccc(Cl)cc1)c1cccs1	-0.72	i
CCCCNC(=O)C(NS(=O)(=O)c1cccc2nsnc12)c1ccccc1 (stereo not given)	0.62	i
CCCCc1ncc(CN2CCC(n3nccc3NC(=O)c3ccccc3Cl)CC2)[nH]1	0.09	i
O=C(COc1ccccc1)Nc1ccc(F)cc1	-1.23	i
CCC(=O)NC(c1ccccc1OC)c1ccc2cccnc2c1O (stereo not given)	2.24	i
Cn1c(CNC(=O)c2ccco2)nnc1SCC(=O)Nc1ccccc1Cl	-1.96	i

High-throughput results as filed in PubChem.
